Screening data as filed in PubChem.
FLuc inh counter – Photinus pyralis luciferase inhibition counter-screen; 200,000 tested, 1.5% active; AID 1006; P08659; inhibition, % at 10 µM; ATPLite firefly luciferase biochemical luminescence, 10 min;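 active = inhibition above about 50% when tested at 10 µM, limit read from the data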
Target sequence (P08659 whole entry, looked up): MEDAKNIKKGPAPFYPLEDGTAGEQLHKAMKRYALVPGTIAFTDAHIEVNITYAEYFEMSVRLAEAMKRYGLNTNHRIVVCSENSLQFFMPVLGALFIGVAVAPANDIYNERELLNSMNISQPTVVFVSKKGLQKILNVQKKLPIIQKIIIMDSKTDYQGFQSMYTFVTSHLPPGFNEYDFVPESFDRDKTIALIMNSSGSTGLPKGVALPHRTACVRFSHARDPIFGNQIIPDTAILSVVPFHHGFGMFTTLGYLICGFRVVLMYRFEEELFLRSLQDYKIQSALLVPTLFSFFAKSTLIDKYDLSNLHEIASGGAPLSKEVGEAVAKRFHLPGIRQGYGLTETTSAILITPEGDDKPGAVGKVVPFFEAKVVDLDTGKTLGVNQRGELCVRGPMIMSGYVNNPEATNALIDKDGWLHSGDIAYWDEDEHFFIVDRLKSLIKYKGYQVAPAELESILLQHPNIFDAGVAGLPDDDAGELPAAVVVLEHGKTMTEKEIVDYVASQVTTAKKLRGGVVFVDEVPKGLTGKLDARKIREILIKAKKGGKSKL
NF-kB expr up – compounds increasing NF-kB expression in human neuronal cells. 190,000 tested, 1.6% active. NF-kB reporter expression; hits give high values. fold change at 12.5 µM. AID 1239; in the data active = fold change above about 3.3
bIAP act – increases bovine intestinal alkaline phosphatase activity; purified bovine IAP, CDP-star luminescence, 30 min; hits give high values; fold of DMSO-control signal, blank-subtracted; activation factor at 20 µM; 200,000 tested, 0.17% active; AID 1016;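 active = activation factor of 2 or more at 20 µM, a signal rise over negative controls twice the positive control's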
TNAP inh hiacc – TNAP (human) inhibition, high acceptor; P05186; purified TNAP, CDP-star luminescence, 1 M DEA; inhibition, % at 20 µM; 200,000 tested, 0.03% active; AID 1135;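 active = over 50% inhibition of tissue-nonspecific alkaline phosphatase at 20 µM in the single-dose screen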;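 also: plate controls were DMSO wells for no effect and EDTA-quenched wells as full inhibition for full effect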
PMI activator – activators of human phosphomannose isomerase. purified human PMI, coupled resazurin fluorescence, 20 min; hits give high values; 1 = vehicle control, 0 substrate-free wells. 190,000 tested, 0.005% active. P34949. activation factor at 20 µM;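 active = activation factor of 2 or more at 20 µM, relative to plate controls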
Target sequence (P34949 whole entry, looked up): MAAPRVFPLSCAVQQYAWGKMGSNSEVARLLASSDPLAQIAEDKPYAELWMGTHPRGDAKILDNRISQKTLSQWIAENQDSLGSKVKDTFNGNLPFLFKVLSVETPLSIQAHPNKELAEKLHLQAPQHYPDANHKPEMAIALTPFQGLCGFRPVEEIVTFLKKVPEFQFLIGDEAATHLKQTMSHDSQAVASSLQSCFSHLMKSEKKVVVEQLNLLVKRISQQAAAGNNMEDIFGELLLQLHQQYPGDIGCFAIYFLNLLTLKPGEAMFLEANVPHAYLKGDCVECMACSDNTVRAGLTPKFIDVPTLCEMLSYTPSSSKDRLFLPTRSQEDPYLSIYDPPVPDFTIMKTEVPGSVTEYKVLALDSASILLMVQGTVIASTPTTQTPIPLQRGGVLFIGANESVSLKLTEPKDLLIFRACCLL
TNAP inh noacc – blocks human TNAP activity with no phosphate acceptor present; P05186; purified TNAP, CDP-star luminescence, 30 min; inhibition, % at 20 µM; 200,000 tested, 0.26% active; AID 1012;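 active = tissue-nonspecific alkaline phosphatase inhibition above about 50% at 20 µM in the single-dose screen, limit read from the data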;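 also: 0% = DMSO negative control and 100% = EDTA positive control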
TNAP act hiacc – increases human TNAP activity under high phosphate acceptor concentration; P05186; purified TNAP, CDP-star luminescence, 1 M DEA, 30 min; hits give high values; 0 = EDTA background, 1 = DMSO-only activity; activation factor at 20 µM; 200,000 tested, under 10 active;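 active = activation factor at least 2 at 20 µM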
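system = human TNAP | amount = enzyme diluted 1/800 final | reagent = 100 µM CDP-star substrate | signal = luminescent substrate turnover signal | dosing = one dose, 20 µM | benchmarks = EDTA negative control, DMSO positive control | measure = activation factor | timing = 30 min reaction, room temperature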
PMI act satM6P – PMI (human) activation, high substrate; coupled PMI enzyme assay, resazurin fluorescence, 20 min; hits give high values; 1 = untreated enzyme, 0 = substrate-free blank; activation factor at 20 µM; P34949; 190,000 tested, 0.34% active;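 active = activation factor of 2 or more at 20 µM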
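Material: human phosphomannose isomerase with PGI, G6PDH, diaphorase coupling enzymes / Reagent: Man-6-P substrate 1.0 mM / Dosing: single compound dose of 20 µM, 1% DMSO final / Incubation: enzyme reaction with compound 20 min at room temperature / Signal: resorufin fluorescence (Ex 544/Em 590 nm) from resazurin via diaphorase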
APP 5'UTR act – APP 5'UTR luciferase reporter activation. activation, % at 2 µM. SH-SY5Y APP 5'UTR luciferase reporter, luminescence; zero percent = DMSO vehicle wells. 190,000 tested, 1% active;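 active = activation above a set limit, based on mean plus 3 SD of controls, cut at about 140% in these data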; also: values of inactives mirror those of a sister screen read the other way
FLuc stim CS – affects firefly luciferase, flagging false hits in luciferase stimulation screens | ATPlite luciferase biochemical, luminescence, 10 min; 0 = ATP-free wells, 1 = DMSO control | activation factor at 10 µM | 200,000 tested, under 10 active | AID 1027;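 active = luciferase activation factor, scaled between plate controls, of at least 2 with compound at 10 µM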
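Assay system: Luciferase/luciferin detection reagent, cell-free biochemical luciferase assay / Read-out: luciferase activation / Benchmarks: No-ATP low control, compound-free enzyme-plus-ATP high control / Medium: PBS buffer for ATP / Detection: luminescence measurement of luciferase light output / Schedule: 10 min at ambient temperature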
An asterisk follows results filed as active; . = not tested or not shown. Not a hit list; any-hit rate near 3.6%.

1) CCOC(=O)CCCCC(=O)c1[nH]c(=O)[nH]c1Cn1cnc2ccccc21
2) COc1ccc(CCNC(=O)CSc2nc3cc(Cl)ccc3o2)cc1OC
3) Clc1cccc(-c2nn3c(-c4cccc(Cl)c4)nnc3s2)c1
4) CN(C)S(=O)(=O)c1cccc(C(=O)NCCCn2ccnc2)c1
5) CCCOc1ccc(-c2nn(-c3ccccc3)cc2/C=C2\SC(N)=NC2=O)cc1C
6) Nc1nnc(CCc2ccccc2)s1
7) Nc1nnc(SCC(=O)OCC(=O)NC23CC4CC(CC(C4)C2)C3)s1
8) NS(=O)(=O)c1ccc(CCNC(=O)CNS(=O)(=O)c2cccc(Br)c2)cc1
assay / compound,1,2,3,4,5,6,7,8
FLuc inh counter,-8,-10,-1,-4,-5,3,-4,3
NF-kB expr up,0.85,0.89,.,1.4,1.3,1.1,1.1,1.1
bIAP act,1.1,1,0.9,1.1,1.1,0.9,1,1.3
TNAP inh hiacc,-6,-1,3,-4,-4,-7,-3,12
PMI activator,0.9,1,1.1,0.9,0.9,1.1,1,0.9
TNAP inh noacc,-10,-7,-4,-11,-50,-12,-3,76*
TNAP act hiacc,1.1,1,1,1,1,1.1,1,0.9
PMI act satM6P,1,1.1,1.1,0.9,1,1.1,1,0.9
APP 5'UTR act,9,-8,.,25,14,15,17,-3
FLuc stim CS,1.1,1.1,1,1,1,1,1,1

9) CCOc1cc(CNc2nn[nH]n2)ccc1OCC(=O)NC(C)(C)C
10) NCC(=O)Nc1ccc(Br)cc1
11) CCc1ccccc1NC(=O)CN(C)C(=O)CSc1nnc(Nc2ccc(C)cc2)s1
12) CCOc1ccc(C2=Nn3cnnc3SC2)cc1
13) COc1ccc(Cc2nnc(NC(=O)c3cccc(C)c3)s2)cc1
14) CCOc1ccccc1NC(=O)CSc1nnc(-c2cnccn2)n1CC
15) CCc1ccc(-c2nc(NC(=S)NC(=O)c3cccs3)sc2C)cc1
16) COc1cccc(CNC(=O)c2ccc(S(=O)(=O)N3CCCC3)cc2)c1
assay / compound,9,10,11,12,13,14,15,16
FLuc inh counter,-2,6,14,-6,-7,-5,-5,-3
NF-kB expr up,1.3,1.1,0.86,1.2,1.1,0.71,1.1,0.98
bIAP act,0.9,1,1.2,1,0.9,1,0.4,1
TNAP inh hiacc,-1,2,2,-3,-5,2,-7,2
PMI activator,1.1,1.2,0.9,1.1,1,0.9,0.9,0.9
TNAP inh noacc,-6,-5,-9,0,-10,-4,7,-3
TNAP act hiacc,1,1,1,1,1,1,1.1,1
PMI act satM6P,1,1.1,1.1,1.1,1.1,0.9,1,0.9
APP 5'UTR act,5,1,0,11,8,1,20,3
FLuc stim CS,1,0.9,0.9,1.1,1.1,1,1,1

17) Cc1nn(-c2ccccc2)c(N)c1C(O)(C(F)(F)F)C(F)(F)F
18) CSc1ncc(Cl)c(C(=O)Nc2cccc(C)c2)n1
19) Cc1ccccc1N(C(=O)Cn1nnc(-c2ccc(F)cc2)n1)C(C(=O)NC(C)(C)C)c1ccncc1 (stereo not given)
20) CCc1ccc(C(=O)CSC2=C(C#N)C(c3ccco3)C(C(C)=O)=C(C)N2)cc1 (stereo not given)
21) COC(=O)COc1ccc(S(=O)(=O)Nc2ccc(NC(C)=O)cc2)cc1C
22) COc1ccccc1/C=C1/C(=O)N(c2cc(C)cc(C)c2)C(c2cccc([N+](=O)[O-])c2)S1(=O)=O (stereo not given)
23) CCC1(C)OC(=O)N(CCCn2ccnc2C)C1(C)O (stereo not given)
24) Cc1nc(NC(=O)c2ccccc2)sc1-c1csc(NCc2ccco2)n1
assay / compound,17,18,19,20,21,22,23,24
FLuc inh counter,-6,-2,-3,-7,-6,-6,-5,-1
NF-kB expr up,0.93,0.73,0.92,2.6,1.1,1.1,1.3,1.5
bIAP act,0.5,1.1,1,1,1,1,0.9,0.9
TNAP inh hiacc,-4,4,-10,4,0,0,-8,3
PMI activator,0.9,0.9,0.9,1,0.9,0.8,1,0.8
TNAP inh noacc,6,-3,-2,16,-1,7,-20,-6
TNAP act hiacc,1,1,1.1,1,1,1,1.1,1
PMI act satM6P,1,1,1,1,0.9,0.9,1,0.9
APP 5'UTR act,-3,-1,-5,14,6,-2,-4,10
FLuc stim CS,1.1,1,1,1.1,1.1,1.1,1.1,1

25) O=C(COC(=O)c1ccc([N+](=O)[O-])s1)Nc1ccc(Cl)cn1
26) Cc1oc(C(=O)O)cc1COc1ccc2c3c(c(=O)oc2c1C)CCCC3
27) CC(=O)CSc1nsc(SCC(C)=O)c1C#N
28) COCc1nnc(NC(=O)c2cc(Cl)ccc2OC)s1
29) C/C(=N\NC(=O)C1COc2ccccc2O1)c1ccc(Cl)s1 (stereo not given)
30) CC(=O)Oc1ccc2c(c1)Oc1cc(OC(C)=O)ccc1C21OC(=O)c2ccccc21
31) COc1cccc(OCC(Cn2cnc3ccccc32)OC(C)=O)c1 (stereo not given)
32) CCSc1nc(-c2ccccc2)c2cc(Cl)ccc2n1
assay / compound,25,26,27,28,29,30,31,32
FLuc inh counter,-1,-4,-6,0,0,-1,1,-6
NF-kB expr up,1.1,.,1.1,1.4,1.4,1.2,0.77,1.2
bIAP act,1,0.9,0.9,0.9,1.2,1,1.2,1
TNAP inh hiacc,-3,-6,1,-4,-4,1,3,-3
PMI activator,1.1,1,1.5,0.9,1,1.2,1.1,0.9
TNAP inh noacc,-1,-15,-8,-8,-18,-1,5,-4
TNAP act hiacc,1,1.1,1,1,1,1,1,1
PMI act satM6P,1,1,1.7,0.9,1,1.2,1,0.9
APP 5'UTR act,12,.,1,-6,12,-6,36,13
FLuc stim CS,1,1,1.1,1,1,1,1,1.1

33) O=C(O)c1ccc(Cl)c(NC(=O)C2CCCN2S(=O)(=O)c2cccc3nsnc23)c1 (stereo not given)
34) CCOc1ccc(-c2nnc(-c3cccs3)o2)cc1
35) O=C(c1ccc(CNc2c(N3CCOCC3)c(=O)c2=O)cc1)N1CC=C(c2ccccc2)CC1
36) C=CCn1c(-c2cccc(S(=O)(=O)N(CC)CC)c2)n[nH]c1=S
37) CC(=O)c1ccc(OCC(O)CN2CCCC(C)C2)cc1 (stereo not given)
38) CC1CCN(C(=O)Cn2nnc(-c3cccs3)n2)CC1
39) O=C(O)C12C[C@H]3C[C@@H](C1)CC(n1ncc(N4CCN(c5ccccc5)CC4)c(Cl)c1=O)(C3)C2
40) O=C(NNC(=O)c1cccnc1)Nc1ccccc1
assay / compound,33,34,35,36,37,38,39,40
FLuc inh counter,-2,65*,-3,5,-5,3,3,0
NF-kB expr up,1.1,4.2*,1.3,1.1,1,2.1,1,0.96
bIAP act,1,1,1.1,0.8,0.9,1.1,0.9,0.9
TNAP inh hiacc,-4,-4,1,-7,-11,0,-1,-5
PMI activator,1,0.9,1,0.9,1,0.9,0.9,1.1
TNAP inh noacc,-9,-6,-10,-4,-15,-6,-2,-5
TNAP act hiacc,1,1,1,1.1,1.1,1,1,1.1
PMI act satM6P,0.9,0.9,1,0.9,1.1,0.9,1,1.1
APP 5'UTR act,-1,133,-6,5,-12,54,8,1
FLuc stim CS,1,0.3,1,1,1.1,1,1,1

41) Nc1nc(SCC(=O)N2CCCc3ccccc32)[nH]c(=O)c1-c1ccccc1
42) Cc1nnc(SCC(=O)NC(C)(C)C)n1NCc1ccc(Cl)cc1
43) COCCn1c(SC)nnc1-c1c[nH]c2ccccc12
44) Cc1cc(C(=O)CC#N)c(C)n1-c1ccc(OC(F)F)cc1
45) COC(=O)c1[nH]c2ccc(F)cc2c1NS(=O)(=O)c1ccc(OC)cc1OC
46) O=C(NNC(=O)C1CC1c1ccccc1)Nc1cccc(Cl)c1 (stereo not given)
47) c1ccc(-c2cc3c(N4CCCCC4)ncnc3s2)cc1
48) CCc1nc(SCC(=O)Nc2cc(C)on2)c2c(C)c(C)sc2n1
assay / compound,41,42,43,44,45,46,47,48
FLuc inh counter,-6,-4,1,-6,-2,-3,-6,-10
NF-kB expr up,0.82,1,1,0.89,1,1.1,1,1.1
bIAP act,0.9,0.9,1,1,0.9,1,0.9,1
TNAP inh hiacc,-5,-5,-3,0,-3,-3,-6,-8
PMI activator,1,1,1,1.2,0.9,1,1,1.1
TNAP inh noacc,39,-10,-11,1,-12,-6,-9,4
TNAP act hiacc,1,1.1,1,1,1,1,1.1,1.1
PMI act satM6P,1.1,0.9,1,0.9,0.9,0.9,1,1.1
APP 5'UTR act,-18,-10,.,-10,0,-9,25,2
FLuc stim CS,1.1,1,1,1.1,1,1,1.1,1.1

49) C=CCOc1ccc(/C=N/N2C(=O)C(CC(=O)Nc3ccc(F)cc3F)SC2=NC)cc1 (stereo not given)
50) O=C(N/N=C/c1ccco1)c1cc(-c2cccc(Br)c2)nc2ccccc12
51) CSc1nc(-c2ccc(Cl)cc2Cl)[nH]c(=O)c1C#N
52) COc1ccc(CCN=C(N)NS(=O)(=O)c2ccc(C)cc2)cc1
53) CC1CCCC(NCC(=O)Nc2ccc(C(N)=O)cc2)C1C (stereo not given)
54) COCCNCc1ccccc1
55) O=C(NC(=S)Nc1cccc(Cl)c1N1CCCCC1)c1ccco1
56) O=C(NCc1ccco1)C1CCCN1C(=O)Nc1ccccc1Cl (stereo not given)
57) CN1C(=S)SC(C)(C)C1NO (stereo not given)
58) Cc1ccc2c(c1)N(CC(=O)c1cccc(Cl)c1)C(=O)C(C)O2 (stereo not given)
59) N#C/C(=C/c1cccs1)c1nc2ccccc2[nH]1
assay / compound,49,50,51,52,53,54,55,56,57,58,59
FLuc inh counter,2,20,-5,1,-7,-1,-10,-6,4,-10,3
NF-kB expr up,1.2,1.8,1.1,0.97,1.2,1,0.81,1.1,1.1,1,1.6
bIAP act,1,0.9,1,0.6,1,1,0.8,1.2,1.1,0.7,1.1
TNAP inh hiacc,-2,-4,-1,2,-6,2,-2,-6,6,-6,0
PMI activator,0.9,1,1.1,0.9,1,1,0.9,0.9,1.2,1,1
TNAP inh noacc,9,-12,-7,-4,1,-2,6,-6,-5,4,-6
TNAP act hiacc,1,1,1,1,1.1,1,1,1.1,0.9,1.1,1
PMI act satM6P,1,1,1.2,1,1,1,0.9,0.9,1.1,1,1
APP 5'UTR act,39,-2,9,-4,-9,6,-2,12,1,-3,69
FLuc stim CS,1,0.8,1.1,1,1.1,1,1.1,1.1,1,1.1,1

Fetched one by one from above (four):
54) COCCNCc1ccccc1
51) CSc1nc(-c2ccc(Cl)cc2Cl)[nH]c(=O)c1C#N
50) O=C(N/N=C/c1ccco1)c1cc(-c2cccc(Br)c2)nc2ccccc12
53) CC1CCCC(NCC(=O)Nc2ccc(C(N)=O)cc2)C1C (stereo not given)
assay / compound,54,51,50,53
FLuc inh counter,-1,-5,20,-7
NF-kB expr up,1,1.1,1.8,1.2
bIAP act,1,1,0.9,1
TNAP inh hiacc,2,-1,-4,-6
PMI activator,1,1.1,1,1
TNAP inh noacc,-2,-7,-12,1
TNAP act hiacc,1,1,1,1.1
PMI act satM6P,1,1.2,1,1
APP 5'UTR act,6,9,-2,-9
FLuc stim CS,1,1.1,0.8,1.1
